Wnt act – Wnt/beta-catenin pathway activators, primary screen, cell-based, plate reader, single point; Wnt/beta-catenin reporter cell assay, activator; activation, % at 9.35 µM; 300,000 tested, 1.2% active; AID 743398, 2014; in the data active means activation above about 30%, passing the limit was not always enough; inconclusive means no clear call, values can overlap the other calls;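 further: 0% = neutral control wells and 100% = positive control wells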
MITF act – activators of MITF-driven TRPM1 promoter reporter, primary screen, cell-based, SK-MEL-5, luciferase, single point; SK-MEL-5 TRPM1-promoter luciferase, 24 h; % of positive control, neutral wells = 0; activation, % at 12.5 µM; 300,000 tested, 0.75% active;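 active means mean activation of at least 80% with every replicate also reaching 80%; inconclusive means mean reaches 80% but some replicate falls short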;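 further: 0% = neutral control wells and 100% = parthenolide positive control wells; values of inactives mirror those of a sister screen read the other way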
CDK5 p35 inh – inhibitors of human CDK5/p35 kinase, primary screen, biochemical, single concentration. Cyclin-dependent kinase 5 (Homo sapiens) + Cyclin-dependent kinase 5 activator 1 (Homo …. Recombinant CDK5/p35, ADP-Glo luminescence, 60 min. AID 488839, 2010. 330,000 tested, 0.01% active. inhibition, % at 10 µM;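 active means highest replicate inhibition of at least 50% and at least 75% of replicates reaching 50%; inconclusive means only one of the two criteria met; inactive means both criteria failed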;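 further: plate controls were DMSO neutral control for no effect and GW8510 at 10 µM for full effect; many of its hits are not listed in these tables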
Tat transport – E. coli Tat export inhibitors, primary screen, MC4100, TorA-mCherry reporter, fluorescence, single point; 340,000 tested, 0.036% active; AID 488895, 2010; inhibition, % at 10 µM;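 active means mean replicate inhibition at least 50% and at least half of replicates individually reaching 50%; inconclusive means only one of the two criteria met; inactive means neither criterion met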;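 further: exported cargo escapes ClpAP degradation while cytoplasmic cargo is degraded and loses fluorescence; 0% = median of neutral control wells and 100% = median of NaSCN control wells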
CAL PDZ FP-1 – untagged CAL PDZ binding inhibitors, primary screen, biochemical, fluorescence polarization, HTS; purified CAL PDZ, TMR-peptide fluorescence polarization, 1 h; inhibition, % at 24.9 µM; 300,000 tested, 0.92% active; AID 602252, 2012;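 active means mean inhibition of at least 30% with at least half of replicates also reaching 30%; inconclusive means no clear call, values can overlap the other calls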;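 further: 0% = DMSO neutral control and 100% = excess unlabeled competitor peptide PRC23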
CAL PDZ FP-2 – CAL PDZ peptide-binding inhibitors, primary screen, biochemical, fluorescence polarization, Cer-tagged CAL PDZ, HTS; inhibition, % at 20 µM; Golgi-associated PDZ and coiled-coil motif-containing protein (Homo sapiens), Q9HD26; AID 504414, 2011; 330,000 tested, 0.02% active; purified CAL PDZ, TMR-peptide fluorescence polarization, 1 h;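 active means highest replicate inhibition of at least 40%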;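 further: plate controls were DMSO neutral control wells for no effect and unlabeled competitor peptide control wells for full effect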
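Material – purified CerCALP PDZ construct · Detection – FP readout, S and P plane fluorescence · Measure – percent inhibition from loss of millipolarization · Controls – unlabelled peptide for full inhibition, DMSO wells as neutral · Probe or stimulus – TMR-labelled reporter peptide T*-PRC34 bound in PDZ groove · Times – 1 h at RT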
V-ATPase pH – regulators of yeast V-ATPase proton pumping, primary screen, pHLuorin cytosolic pH fluorescence | S. cerevisiae | 350,000 tested, 0.37% active | response, % at 10 µM; in the data active means response mostly above about 7.3%, no sharp cut-off; inactive means mostly below about 5.4%; further: actives read high; inactives centre near 0; some compounds called inactive have numbers as strong as hits
dFosB activator – activators of delta FosB homodimer, primary screen, biochemical, fluorescence polarization, TAMRA-CDK5 oligo, single point | purified delta FosB; percent of positive-control signal above neutral wells | activation, % at 25 µM | 340,000 tested, 0.99% active | AID 493131, 2011;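 active means mean activation above about 17%, with every replicate also reaching it, limit read from the data, passing the limit was not always enough; inconclusive means only one of the two conditions met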;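 further: fluorescence polarization rise as delta FosB binds a TAMRA Cdk5 AP-1 oligo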
Target sequence (P13346 whole entry, looked up): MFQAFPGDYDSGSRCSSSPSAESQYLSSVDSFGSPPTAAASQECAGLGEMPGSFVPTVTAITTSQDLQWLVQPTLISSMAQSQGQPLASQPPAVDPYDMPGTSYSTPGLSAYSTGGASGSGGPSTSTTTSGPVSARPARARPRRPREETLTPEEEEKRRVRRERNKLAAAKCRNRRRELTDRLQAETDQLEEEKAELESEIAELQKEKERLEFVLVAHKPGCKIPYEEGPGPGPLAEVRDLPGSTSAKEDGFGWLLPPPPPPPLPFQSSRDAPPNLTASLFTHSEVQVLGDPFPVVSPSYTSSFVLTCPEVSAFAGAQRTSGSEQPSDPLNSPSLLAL
RTF Ca sens act – cardiac RTF calcium sensitivity activators, primary screen, biochemical, IANBD-TnC fluorescence, EC20 calcium; Troponin I, cardiac muscle (Homo sapiens) + Troponin T, cardiac muscle (Homo sapiens) + …; IANBD-labeled TnC RTF fluorescence at EC20 calcium; 0% EC20 calcium, 100% full calcium; activation, % at 7.2 µM; 340,000 tested, 0.24% active; AID 493008, 2010;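 active means activation above the mean over all tested compounds plus 3 SD, cut at about 30% in these data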;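 further: rise in fluorescence read as greater calcium sensitivity of cardiac thin filaments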
Rtt109 Vps75 – inhibitors of C. albicans Rtt109/Vps75 HAT, primary screen, biochemical, ThioGlo CoA-SH fluorescence, plate reader; purified Rtt109/Vps75, 4 h; 330,000 tested, 0.16% active; inhibition, % at 34.9 µM; Histone acetyltransferase RTT109 (Candida albicans (strain SC5314 / ATCC MYA-2876)), …;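 active means inhibition of at least 50% in every replicate; inconclusive means best replicate reaches 50% inhibition but some replicates fall short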
Target sequence (Q5AAJ8 whole entry, looked up): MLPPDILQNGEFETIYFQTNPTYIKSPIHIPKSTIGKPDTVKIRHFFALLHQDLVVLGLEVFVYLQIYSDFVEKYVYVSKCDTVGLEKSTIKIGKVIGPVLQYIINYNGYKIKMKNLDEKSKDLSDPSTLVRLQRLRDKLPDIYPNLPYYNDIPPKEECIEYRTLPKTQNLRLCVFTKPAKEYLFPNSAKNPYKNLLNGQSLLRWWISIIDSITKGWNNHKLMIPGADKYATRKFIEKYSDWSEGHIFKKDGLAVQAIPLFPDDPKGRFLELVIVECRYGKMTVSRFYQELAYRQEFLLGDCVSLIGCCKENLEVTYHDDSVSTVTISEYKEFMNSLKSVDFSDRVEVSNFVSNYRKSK
Starred values were filed as active, the others as inactive; ? = inconclusive; . = no result given; & = joins results of further samples.

structure | Wnt act | MITF act | CDK5 p35 inh | Tat transport | CAL PDZ FP-1 | CAL PDZ FP-2 | V-ATPase pH | dFosB activator | RTF Ca sens act | Rtt109 Vps75
CCOC(=O)CC1(c2ccccc2)CCOC(C)(C)C1 (stereo not given) | 3 | . | 0.2 | -4 | 12 | -0.2 | 4 | -2 | 4 | 5
COc1ccc(C2C3=C(CCCC3=O)Nc3ccc4ncccc4c32)cc1OC (stereo not given) | 9 | 3 | 0.6 | 4 | -4 | -1.4 | 7 | -7 | 2 | 9
CN(Cc1ccccc1)C(=O)c1nc2ccccn2c1CNCCCOc1cccnc1 | 3 | 3 | -1.6 | -5 | 0 | -3.7 | -6 | -4 | 3 | -6
O=C(NNS(=O)(=O)c1ccc2ccccc2c1)NC1CCCCC1 | 3 | -11 | 0.7 | 0 | -1 | -1.6 | 2 | 1 | 4 | 0
O=C(NNS(=O)(=O)c1ccc(F)cc1)c1cnn(-c2ccccc2)c1C(F)(F)F | 1 | 1 | 0.1 | 3 | -2 | -0.3 | 2 | -13 | -1 | -3
COCCn1c(COc2cccc(OC)c2)nnc1SCC(=O)N1CCOCC1 | . | 9 | 0.0 | 4 | 0 | 0.6 | -1 | -4 | -3 | 10
COc1cc(O)c(C(C)=O)c(CC(=O)O)c1 | -2 | . | -2.1 | 3 | 6 | 0.7 | 1 | -10 | 2 | -7
CC(C)C[C@@H](CN)NC(=O)c1nc[nH]c1C(=O)N[C@@H](C)C(=O)CNC[C@H](C)NC(=O)c1nc[nH]c1C(=O)N[C@@H](CC(=O)O)C(=O)O | -2 | 17 | -3.5 | -7 | 6 | 0.1 | -1 | 11 | -1 | -7
NS(=O)(=O)c1ccc(CCNC(=O)CNC(=O)Cc2cccc3ccccc23)cc1 | -2 | -4 | -0.9 | -1 | 0 | 0.1 | -2 | -6 | 2 | 7
O=C1CCCN1CC(CN1CCOCC1)Sc1nnnn1-c1ccccc1 (stereo not given) | -4 | 5&8 | -1.5&-0.4 | 1&7 | -1&1 | -0.9&-1.6 | -5&-2 | 0&0 | 0&2 | -10&-19
COc1ccc(-c2cc(C(=O)NCc3cccnc3)no2)cc1OC | . | 9 | -0.6 | -9 | -6 | . | -5 | -7 | -6 | -14
NS(=O)(=O)c1cccc(NC(=O)COC(=O)CCC2CCCC2)c1 | -2 | 4 | -0.9 | 0 | 85* | -0.3 | -3 | 0 | 0 | 0
Cc1ccc(NC(=O)CNc2cc(S(=O)(=O)N3CCOCC3)ccc2NCC2CCCO2)cc1F (stereo not given) | 0 | 12 | 1.1 | -5 | -2 | -4.4 | 5 | -12 | 2 | 5
CCOc1ccccc1OCC(=O)Oc1ccc(C)c(C)c1 | 0 | . | 0.0 | 13 | -1 | -2.7 | -5 | -5 | 4 | 2
CCN(C(=O)COC(=O)/C=C/c1ccco1)c1c(N)n(Cc2ccccc2)c(=O)[nH]c1=O | 3 | 9 | -0.4 | -4 | 5 | -1.5 | 0 | -10 | 1 | 0
Cc1ccc(S(=O)(=O)O)c(C)c1N1CCCC1=O | -1 | . | 0.5 | -5 | 0 | 0.0 | 3 | -2 | 3 | -20
COc1cccc(-c2nc(CS(=O)(=O)CC(=O)NCc3ccc(Cl)cc3)c(C)o2)c1 | 3 | . | 0.0 | 5 | . | -0.1 | 0 | 7 | -5 | -6
CCOC(=O)c1ccc(Cl)c(NC(=O)c2ccc(-c3ccccc3)cc2)c1 | 2 | 24 | 4.1 | 3 | -18 | 0.6 | 5 | -2 | 5 | 6
c1cncc(-c2nc(-c3ccc4c(c3)OCCO4)cs2)c1 | 0 | 21 | 0.1 | 0 | -9 | -2.4 | -1 | 1 | 2 | -1
Cc1ccc(N2CC(C(=O)Nc3nnc(SCCN4CCOCC4)s3)CC2=O)cc1 (stereo not given) | 0 | 3 | -0.5 | -1 | -4 | -1.1 | -3 | -8 | 2 | 1
COc1ccc(OCC(=O)OCCN(C)C)cc1 | . | 10 | -1.5 | 4 | . | 0.6 | -6 | -1 | -4 | 4
CCN(CC)S(=O)(=O)c1ccc2[nH]cc(C(=O)NCCC3=CCCCC3)c(=O)c2c1 | . | -27 | -0.7 | 21 | -1 | -2.7 | -1 | -38 | -2 | 12
COC(=O)c1c(NC(=O)c2ccc(C)o2)sc2c1CCCCC2 | 52* | . | -2.8 | 0 | 0 | . | 2 | -4 | -3 | 9
O=C(Nc1ccccc1C(F)(F)F)c1cc2ncc(CCCl)cn2n1 | . | 13 | 0.0 | -7 | -1 | -2.7 | 1 | -3 | 3 | -13
COc1ccc2c(c1)CCc1c(C(=O)N(C)c3ccccc3)noc1-2 | ? | 55 | 0.0 | 0 | -1 | -1.6 | 1 | -5 | 4 | -7
Cc1cc(Br)ccc1NC(=O)CN(C)C(=O)c1cccc(S(=O)(=O)N2CCN(C)CC2)c1 | -5 | -11 | -1.4 | -1 | -1 | -0.9 | 1 | -2 | 6 | 4
COc1ccc(OC)c(C2=NOC(C(=O)NCc3cccnc3)C2)c1 (stereo not given) | 0 | -11 | 1.4 | -23 | -3 | 0.0 | -4 | -3 | -2 | 5
COc1ccccc1C1CC(c2cccs2)=NN1C(=O)CCC(=O)O (stereo not given) | -2 | -15 | -0.9 | -7 | . | -1.0 | -3 | -1 | 3 | -10
CC(=O)NCCCc1nc2ccccc2n1Cc1cc(C)ccc1C | 3 | 2 | -1.1 | 1 | -2 | -0.1 | 0 | -9 | 4 | .
CCCCNC(=O)c1cc(-c2ccc(OC)cc2)on1 | . | 81* | -1.3 | -6 | . | -1.6 | 1 | -9 | 1 | 7
O=C(CCC(=O)NNC(=O)Nc1cccc(Cl)c1)NCc1ccccc1 | 0 | 7 | 0.9 | 0 | -5 | 0.2 | 4 | 3 | -4 | -8
CCOCCCNC(=S)Nc1ccc(S(N)(=O)=O)cc1 | . | -7 | -1.3 | 0 | -3 | -2.3 | -3 | -3 | -1 | -4
Cc1ccc(S(=O)(=O)CCC(=O)OCC(=O)N(C)Cc2ccccc2)cc1 | -5 | 5 | 0.4 | 2 | -1 | -2.8 | 3 | -8 | 3 | -2
O=C(COc1ccccc1)NCC(=O)N/N=C/C=C/c1ccccc1 | . | 1 | 1.5 | 5 | -4 | 0.1 | -3 | -6 | 3 | 5
CCC(C)(C)C(=O)Nc1ccc(OC)cc1[N+](=O)[O-] | -3 | 10 | 0.9 | -1 | -2 | . | 0 | 2 | 8 | 2
CC(=O)Cn1ncc(N2CCCCC2)c(Cl)c1=O | 10 | 17 | 0.6 | 4 | -3 | -4.6 | -3 | 2 | -6 | 1
CCC(=O)c1ccc(OC(=O)/C=C/c2cc(OC)c(OC)c(OC)c2)cc1 | -1 | -12 | -0.3 | 0 | -5 | -1.8 | 0 | -6 | -4 | -13
COCc1c(C(=O)NCc2ccccc2CN2CCCC2)oc2ccccc12 | -2 | 21 | -9.3 | 6 | . | -0.3 | -6 | -7 | 5 | -4
CC[C@@H](C(=O)n1nc(C)cc1C)[C@H](NS(=O)(=O)c1ccc(C)cc1)c1ccccc1 | . | 1 | -0.1 | 5 | -1 | -5.8 | -3 | -8 | -4 | -3
O=C(Nc1cccc(C(F)(F)F)c1)n1cc(-c2ccccn2)c(N2CCOCC2)n1 | ? | -4 | -4.0 | -4 | 0 | -0.3 | -3 | 1 | 0 | 4
CC(C)N(CCNC(=O)C1CCN(S(=O)(=O)N2CCOCC2)CC1)Cc1ccccc1 | . | -14 | -1.2 | 1 | -2 | 0.6 | 2 | -3 | 7 | -16
Cc1ccc(N2C(=O)CC(n3nc(C)cc3C)C2=O)cc1 (stereo not given) | . | -1 | 0.2 | -7 | 0 | -0.1 | -3 | -3 | -4 | -9
Cc1ccc(C2C=C(c3ccccc3OC(F)F)Nc3ncnn32)cc1 (stereo not given) | . | -3 | 0.8 | 1 | -4 | -1.3 | -2 | -3 | 5 | -424
CCC(C)NC(=O)COc1ccc(OCc2ccccc2)cc1 (stereo not given) | 6 | -12 | 0.6 | -1 | -3 | -3.3 | 3 | 5 | -1 | 9
Cc1ccccc1C(=O)N1CCN=C1SCc1ccc([N+](=O)[O-])cc1 | -1 | -6 | -0.8 | -3 | 2 | 0.4 | 2 | -4 | 1 | 18

A second format for part of the listing above:
Wnt act	MITF act	CDK5 p35 inh	Tat transport	CAL PDZ FP-1	CAL PDZ FP-2	V-ATPase pH	dFosB activator	RTF Ca sens act	Rtt109 Vps75	SMILES
0	7	0.9	0	-5	0.2	4	3	-4	-8	O=C(CCC(=O)NNC(=O)Nc1cccc(Cl)c1)NCc1ccccc1
.	-7	-1.3	0	-3	-2.3	-3	-3	-1	-4	CCOCCCNC(=S)Nc1ccc(S(N)(=O)=O)cc1
-5	5	0.4	2	-1	-2.8	3	-8	3	-2	Cc1ccc(S(=O)(=O)CCC(=O)OCC(=O)N(C)Cc2ccccc2)cc1
.	1	1.5	5	-4	0.1	-3	-6	3	5	O=C(COc1ccccc1)NCC(=O)N/N=C/C=C/c1ccccc1
-3	10	0.9	-1	-2	.	0	2	8	2	CCC(C)(C)C(=O)Nc1ccc(OC)cc1[N+](=O)[O-]
10	17	0.6	4	-3	-4.6	-3	2	-6	1	CC(=O)Cn1ncc(N2CCCCC2)c(Cl)c1=O
-1	-12	-0.3	0	-5	-1.8	0	-6	-4	-13	CCC(=O)c1ccc(OC(=O)/C=C/c2cc(OC)c(OC)c(OC)c2)cc1
